D2 ag = D2 dopamine receptor (human) agonism; P14416; AID 485358; HEK293 T-REx D2 cells, calcium flux agonist mode; 340,000 tested, 0.53% active; activation, % at 2 µM;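 active = activation over 3 SD above normal in the single-dose calcium agonist read, cut at about 30% in these data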; note: 0% is about no effect
Target sequence (P14416 whole entry, looked up): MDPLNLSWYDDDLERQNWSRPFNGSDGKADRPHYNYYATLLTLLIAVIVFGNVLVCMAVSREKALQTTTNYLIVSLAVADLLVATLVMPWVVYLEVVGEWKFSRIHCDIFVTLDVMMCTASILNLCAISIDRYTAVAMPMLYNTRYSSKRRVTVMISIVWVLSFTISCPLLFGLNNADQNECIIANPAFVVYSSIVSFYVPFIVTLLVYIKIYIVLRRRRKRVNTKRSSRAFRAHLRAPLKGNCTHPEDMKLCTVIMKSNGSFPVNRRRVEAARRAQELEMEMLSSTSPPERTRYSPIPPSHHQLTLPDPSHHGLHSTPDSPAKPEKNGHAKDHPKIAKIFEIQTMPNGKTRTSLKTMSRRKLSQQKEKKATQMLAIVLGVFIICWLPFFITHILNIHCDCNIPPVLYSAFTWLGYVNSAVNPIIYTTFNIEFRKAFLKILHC
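Agonism is scored from calcium flux in a force-coupled, inducible HEK293 cell line expressing D2, read kinetically for 180 s after compound addition against dopamine controls.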
D2 potentiator = positive allosteric modulators of human D2 dopamine receptor; 340,000 tested, 0.34% active; P14416; HEK293 T-REx D2, calcium flux, EC20 dopamine potentiation; potentiation, % at 10 µM;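 active = potentiation over 3 SD above the plate norm, cut at about 30% in these data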; note: 0% is about no effect
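Potentiation of an EC20 dopamine calcium response is measured in a force-coupled, tetracycline-inducible Hek293 Trex D2 line. Compound-only kinetic reads over 180 s flag agonists before dopamine addition.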
D2 antag = antagonists of human D2 dopamine receptor; 340,000 tested, 2% active; inhibition, % at 10 µM; AID 485344; HEK293 TREx D2 cells, calcium flux, dopamine EC80; in the data active = inhibition above about 30%; note: 0% is about no effect
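Compounds are added to dye-loaded, induced HEK293 T-REx cells coupled to calcium release via D2; after a 3 min kinetic read an EC80 dopamine stimulus is given and fluorescence is recorded for 3 more min.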
D1 antag = blocks dopamine activation of the human D1 receptor | P21728 | HEK293 TREx D1 cells, calcium flux, dopamine EC80; active compounds read low | activity change, negative = inhibition, % at 10 µM | 360,000 tested, 3.2% active; in the data active = activity change below about -30%; note: % is set by controls: 0 for no effect and ±100 for the full control effect
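Kinetic fluorescence of a calcium dye serves as the read-out. D1-expressing Hek293 Trex cells, induced overnight at 30 C, are exposed to compound for 180 s before an EC80 dopamine addition, then read 180 s further.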
RXFP1 agonist = activates the human relaxin receptor RXFP1; Q9HBX9; HEK293T-RXFP1 cAMP TR-FRET, 30 min; response scale: percent of porcine relaxin response, buffer zero; Potency, µM (highest dose often 57.5 µM), inactives show top-dose activation, usual class: activators; 370,000 tested, 0.3% active; AID 2676; active = well fitted activation curve with a large enough effect; inconclusive = small, poorly fitted or top-dose-only effect; note: potency is the fitted concentration of half-maximal effect; % is set by controls: 0 for no effect and ±100 for the full control effect; nearly all actives have a fitted effect of over 60% in size; many of its hits are not listed in these tables
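Agonist response is measured as cAMP accumulation in an RXFP1-transfected HEK293T line under PDE4 inhibition. Values are scaled between buffer-only and 29 nM porcine relaxin, and EC50s come from standard Hill equation fits.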
D1 agonist = agonists of human D1 dopamine receptor; P21728; activation, % at 2 µM; AID 504660; HEK293 T-REx D1 cells, calcium flux, agonist mode; 360,000 tested, 1% active; in the data active = activation above about 30%; note: 0% is about no effect
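Inducible HEK293 T-REx D1 cells, force-coupled to calcium signalling, were plated at 4000 cells/well with tetracycline and held overnight at 30 C. After no-wash calcium dye loading, compound-evoked calcium rise over 180 s flagged agonists.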
RXFP1 antag = antagonists of human relaxin receptor RXFP1. Q9HBX9. HEK293-RXFP1, relaxin-stimulated cAMP HTRF, 30 min; active compounds read low. activity change, negative = inhibition, % at 57.5 µM. 350,000 tested, 0.59% active. AID 1259400;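 active = activity change of -60% or lower, but not beyond a set lower limit; inconclusive = change between -60% and -40%, or beyond the set limit; inactive = change above -40%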; note: % is set by controls: 0 for no effect and ±100 for the full control effect
D1 potentiator = human D1 dopamine receptor positive modulation | P21728 | HEK293 TREx D1 cells, calcium flux, dopamine EC20 potentiation | potentiation, % at 10 µM | 360,000 tested, 0.036% active; in the data active = potentiation above about 30%; note: 0% is about no effect
TRHR PAM = TRH receptor (human) allosteric enhancement; 360,000 tested, 0.66% active; AID 493056; enhancement, % at 2 µM; TRHR cells, fluo-8 calcium fluorescence, EC20 TRH enhancement; in the data active = enhancement above about 30%; note: 0% is about no effect
Target sequence (P34981 whole entry, looked up): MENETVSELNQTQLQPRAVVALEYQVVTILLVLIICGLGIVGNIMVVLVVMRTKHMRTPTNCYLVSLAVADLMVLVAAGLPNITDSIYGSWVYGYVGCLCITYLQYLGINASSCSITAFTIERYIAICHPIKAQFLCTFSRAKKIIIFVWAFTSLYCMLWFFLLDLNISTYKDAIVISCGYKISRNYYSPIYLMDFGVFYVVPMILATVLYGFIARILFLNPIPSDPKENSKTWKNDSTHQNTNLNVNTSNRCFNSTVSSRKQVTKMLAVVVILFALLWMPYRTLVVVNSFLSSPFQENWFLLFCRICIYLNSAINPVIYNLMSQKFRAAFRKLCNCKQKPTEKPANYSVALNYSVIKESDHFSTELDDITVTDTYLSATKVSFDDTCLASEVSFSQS
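Enhancer read-out: after compound pinning and an initial kinetic agonist-mode read, an EC20 of TRH (10 nM final) was injected and fluo-8 calcium signal (Ex 480/Em 530) followed at 1 s/cycle for 100 cycles in TRHR-expressing cells.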
* hit, by the source's call. Only part of the results is shown. The share of hits here may be higher or lower than overall.

Results for Cc1cccc(Cc2nnc(CCC(=O)N(C)CCc3ccccc3)o2)c1 ?
D2 ag: 0.1; D2 potentiator: 2; D2 antag: 17; D1 antag: -13; RXFP1 agonist: -0.4%; D1 agonist: 1; RXFP1 antag: 10; D1 potentiator: -1; TRHR PAM: -11

Results for Cc1ccc(C(=O)N(Cc2ccco2)c2ccccn2)cc1 ?
D2 potentiator: -15; D1 antag: -5; RXFP1 agonist: 4.0%; D1 agonist: 0; D1 potentiator: 0; TRHR PAM: -6

What do the screens show for `COc1ccc(C(=O)Nc2cc(C(C)C)c(O)c(S(=O)(=O)c3ccc(Cl)cc3)c2C)cc1`?
D2 ag: 0.1; D2 potentiator: 3; D1 antag: -10; RXFP1 agonist: -2.7%; D1 agonist: 1; D1 potentiator: -2; TRHR PAM: -5

What do the screens show for `CCN(CC)c1ccc(NC(=S)NC(=O)c2cccs2)cc1`?
D2 ag: -0.7; D2 potentiator: 4; D2 antag: -11; D1 antag: -5; RXFP1 agonist: 0.0%; D1 agonist: 2; RXFP1 antag: 3; D1 potentiator: -5; TRHR PAM: 1

Results for COc1ccc(N(C(C)C(=O)N/N=C/c2ccc(OC)c(OC)c2)S(C)(=O)=O)cc1 (stereo not drawn) ?
D2 ag: -0.3; D2 potentiator: 11; D2 antag: 20; D1 antag: -23; RXFP1 agonist: -0.4%; D1 agonist: 1; RXFP1 antag: 2; D1 potentiator: -3; TRHR PAM: 3

Results for CCOC(=O)c1nc(NCc2ccccc2)c2ccccc2n1 ?
D2 ag: -0.1; D2 potentiator: 4; D2 antag: 10; D1 antag: 4; RXFP1 agonist: 4.4%; D1 agonist: -1; RXFP1 antag: -8; D1 potentiator: -4; TRHR PAM: 5

Results for O=C(OCc1ccc(Cl)c(Cl)c1)c1ccc[nH]1 ?
D2 ag: 1.8; D2 potentiator: 3; D2 antag: -10; D1 antag: -4; RXFP1 agonist: 1.9%; D1 agonist: 0; RXFP1 antag: -12; D1 potentiator: -3; TRHR PAM: -7

Results for CCC1(c2ccccc2)NC(=O)N(CC(=O)Nc2ccccc2N2CCCC2)C1=O (stereo not drawn) ?
D2 ag: 3.5; D2 potentiator: -8; D2 antag: -36; D1 antag: 10; RXFP1 agonist: -1.5%; D1 agonist: 22; RXFP1 antag: -6; D1 potentiator: 7; TRHR PAM: -2

What do the screens show for `O=C(Nc1ccc2ccccc2c1)Nc1ccc2snnc2c1`?
D2 ag: 2.9; D2 potentiator: -22; D2 antag: -23; D1 antag: -45*; RXFP1 agonist: 0.5%; D1 agonist: 27; RXFP1 antag: inconclusive; D1 potentiator: -11; TRHR PAM: -1

How did Cn1c(C(=O)NCc2cccnc2)cc2sccc21 do in these assays?
D2 ag: -0.1; D2 potentiator: -2; D2 antag: 7; D1 antag: 16; RXFP1 agonist: 0.8%; D1 agonist: 1; RXFP1 antag: -6; D1 potentiator: -5; TRHR PAM: -2

What do the screens show for `COc1ccc(Cl)cc1NC(=O)c1nnn(CC(=O)Nc2cc(C)cc(C)c2)c1N`?
D2 ag: 0.1; D2 potentiator: 8; D2 antag: 7; D1 antag: -5; RXFP1 agonist: 6.8%; D1 agonist: 3; RXFP1 antag: 3; D1 potentiator: 2; TRHR PAM: 3

Results for Cc1ccc(/C=C/c2onc(C)c2S(=O)(=O)N2CCC(C(=O)NCc3ccc(N(C)C)cc3)CC2)cc1 ?
D2 potentiator: -1; D1 antag: 1; RXFP1 agonist: -0.2%; D1 agonist: 0; RXFP1 antag: -5; D1 potentiator: 0; TRHR PAM: 1

What do the screens show for `Nc1ccc(C(=O)N2CCN(S(=O)(=O)/C=C/c3ccccc3)CC2)cc1[N+](=O)[O-]`?
D2 ag: -0.5; D2 potentiator: 2; D2 antag: -8; D1 antag: -13; RXFP1 agonist: 0.0%; D1 agonist: 4; RXFP1 antag: -6; D1 potentiator: -6; TRHR PAM: -1

Results for CC(C)c1ccc(O)c(NC(=S)NC(=O)c2cccnc2)c1 ?
D2 ag: 0.6; D2 potentiator: 4; D2 antag: -7; D1 antag: 1; RXFP1 agonist: -1.1%; D1 agonist: 0; RXFP1 antag: -3; D1 potentiator: 0; TRHR PAM: 9

How did O=C(COc1ncnc2ccccc12)NCc1ccc2c(c1)OCO2 do in these assays?
D2 ag: -0.8; D2 antag: -2; D1 antag: 5; RXFP1 agonist: 3.3%; D1 agonist: 0; RXFP1 antag: 0; D1 potentiator: -1; TRHR PAM: -5

How did Cc1ccc(CNC(=O)C(C)C2Sc3ccccc3NC2=O)cc1 (stereo not drawn) do in these assays?
D2 ag: -0.6; D2 potentiator: 2; D2 antag: 12; D1 antag: -2; RXFP1 agonist: 0.0%; D1 agonist: 1; RXFP1 antag: -13; D1 potentiator: 2; TRHR PAM: 1

What do the screens show for `Cc1cc(NC(=O)/C=C/c2cccc(F)c2)n(-c2nc3ccccc3[nH]2)n1`?
D2 ag: -0.2; D2 potentiator: 1; D2 antag: -14; D1 antag: -25; RXFP1 agonist: 0.9%; D1 agonist: 2; RXFP1 antag: -14; D1 potentiator: -13; TRHR PAM: 1

How did CCn1c(O)c(C=NCc2ccccc2)sc1=S do in these assays?
D2 ag: -0.7; D2 potentiator: -1; D2 antag: -7; D1 antag: 1; RXFP1 agonist: -0.4%; D1 agonist: 0; RXFP1 antag: 2; D1 potentiator: -5; TRHR PAM: 6

What do the screens show for `COc1ccc(CNC(=O)Cn2nc([N+](=O)[O-])c(Br)c2C)cc1`?
D2 ag: 0.3; D2 potentiator: -8; D2 antag: -7; D1 antag: -2; RXFP1 agonist: -1.2%; D1 agonist: 4; RXFP1 antag: 1; D1 potentiator: -5; TRHR PAM: -3

Results for Cc1ccc2c(c1)nnn2C1CCN(C(=O)c2ccccc2F)CC1 ?
D2 ag: -3.2; D2 potentiator: 11; D2 antag: -9; D1 antag: 4; RXFP1 agonist: -0.3%; D1 agonist: 0; RXFP1 antag: 9; D1 potentiator: -4; TRHR PAM: 1

What do the screens show for `COc1cccc(CNC(=O)C2CCN(c3cnccn3)CC2)c1`?
D2 ag: 0.1; D2 potentiator: -8; D2 antag: -5; D1 antag: 24; RXFP1 agonist: 1.7%; D1 agonist: -1; RXFP1 antag: -8; D1 potentiator: -4; TRHR PAM: 3

How did O=C(N/N=C\c1ccccn1)C1c2ccccc2Oc2ccccc21 do in these assays?
D2 ag: 0.4; D2 potentiator: -5; D2 antag: 3; D1 antag: 6; RXFP1 agonist: -0.7%; D1 agonist: 5; RXFP1 antag: -31; D1 potentiator: -1; TRHR PAM: 2

Results for COc1cccc(C2CC(=O)N(c3ccc(F)cc3)C3=C2C(=O)OC3)c1OC (stereo not drawn) ?
D2 ag: -0.5; D2 potentiator: 15; D1 antag: -3; RXFP1 agonist: -0.5%; D1 agonist: 0; RXFP1 antag: 1; D1 potentiator: 0; TRHR PAM: 1

How did COc1ccc(CNC(=O)C(=O)NCc2cccnc2)cc1 do in these assays?
D2 ag: 1.1; D2 potentiator: -1; D2 antag: 9; D1 antag: -11; RXFP1 agonist: 0.7%; D1 agonist: 1; RXFP1 antag: 7; D1 potentiator: 5; TRHR PAM: 12

How did COc1ccc(S(=O)(=O)n2cnc3ccccc32)cc1 do in these assays?
D2 ag: -1.5; D2 potentiator: 11; D2 antag: 6; D1 antag: -12; RXFP1 agonist: -0.4%; D1 agonist: 4; RXFP1 antag: -2; D1 potentiator: 0; TRHR PAM: -2

Results for O=C(CCc1ccccc1)N(Cc1cccnc1)c1nc2c(F)cc(F)cc2s1 ?
D2 potentiator: 21; RXFP1 agonist: 0.4%; D1 agonist: 15; RXFP1 antag: -86*; D1 potentiator: -2; TRHR PAM: 10

Results for CC(C)(C)n1nnnc1C(c1cccnc1)N1CCN(c2ccccn2)CC1 (stereo not drawn) ?
D2 ag: 0.5; D2 potentiator: -9; D2 antag: -1; D1 antag: -60*; RXFP1 agonist: -0.7%; D1 agonist: 31*; RXFP1 antag: 2; D1 potentiator: -3; TRHR PAM: 2

Results for CCOC(=O)C1CCN(C(=O)c2ccc(C)c(NC(=O)c3nsc4ccccc34)c2)CC1 ?
D2 ag: 0.2; D2 potentiator: 7; D1 antag: 13; RXFP1 agonist: 6.3%; D1 agonist: 1; RXFP1 antag: -13; D1 potentiator: 1; TRHR PAM: -4

What do the screens show for `C=CCn1c(CNc2ccc(C)cc2)nnc1SCC(=O)N/N=C/c1ccc(O)cc1`?
D2 ag: 1.6; D2 potentiator: -1; D2 antag: -10; D1 antag: -11; RXFP1 agonist: -0.8%; D1 agonist: 3; RXFP1 antag: 1; D1 potentiator: 0; TRHR PAM: -2

What do the screens show for `CN(C)C(=O)[C@H]1C[C@H]1[C@@H](O)[C@H](CO)NC(=O)[C@H](COCc1ccccc1)NC(=O)OC(C)(C)C`?
D2 ag: -5.0; D2 potentiator: 9; D2 antag: 11; D1 antag: 4; RXFP1 agonist: 0.0%; D1 agonist: 3; D1 potentiator: 2; TRHR PAM: 13

Results for CCOC(=O)N1CCN(C(=S)NCCOC)CC1 ?
D2 ag: 1.5; D2 potentiator: 1; D2 antag: -6; D1 antag: 3; RXFP1 agonist: -2.9%; D1 agonist: 0; RXFP1 antag: 5; D1 potentiator: -3; TRHR PAM: 1

How did O=S(=O)(NCCc1cn2ccccc2n1)c1ccc2c(c1)CCCC2 do in these assays?
D2 ag: -0.1; D2 potentiator: -4; D2 antag: 17; D1 antag: 22; RXFP1 agonist: -0.1%; D1 agonist: -3; RXFP1 antag: -6; D1 potentiator: -5; TRHR PAM: -2

What do the screens show for `CCOC(=O)c1c(NC(=O)/C=C/c2ccc3c(c2)OCO3)sc(C)c1CC`?
D2 ag: 0.3; D2 potentiator: 5; D2 antag: -8; D1 antag: 2; RXFP1 agonist: 4.2%; D1 agonist: 3; RXFP1 antag: -16; D1 potentiator: 0; TRHR PAM: -1

Pulled by structure from the list above:
Results for O=C(CCc1ccccc1)N(Cc1cccnc1)c1nc2c(F)cc(F)cc2s1 ?
D2 potentiator: 21; RXFP1 agonist: 0.4%; D1 agonist: 15; RXFP1 antag: -86*; D1 potentiator: -2; TRHR PAM: 10

Results for CC(C)(C)n1nnnc1C(c1cccnc1)N1CCN(c2ccccn2)CC1 (stereo not drawn) ?
D2 ag: 0.5; D2 potentiator: -9; D2 antag: -1; D1 antag: -60*; RXFP1 agonist: -0.7%; D1 agonist: 31*; RXFP1 antag: 2; D1 potentiator: -3; TRHR PAM: 2

What do the screens show for `CN(C)C(=O)[C@H]1C[C@H]1[C@@H](O)[C@H](CO)NC(=O)[C@H](COCc1ccccc1)NC(=O)OC(C)(C)C`?
D2 ag: -5.0; D2 potentiator: 9; D2 antag: 11; D1 antag: 4; RXFP1 agonist: 0.0%; D1 agonist: 3; D1 potentiator: 2; TRHR PAM: 13

From PubChem
